Assay outcomes from PubChem.
Fh CTSL1 inh – cathepsin L1 inhibition, PFM18AAP counter-screen | recombinant F. hepatica cathepsin L1, Z-Leu-Arg-MCA fluorescence | inhibition, % at 5.96 µM | hit rate 0.49% among 300,000;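 active means inhibition above the mean of all tested compounds plus 3 SD, set per screening campaign, cut at about 17% in these data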;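 further: 0% = plate median of test compound wells and 100% = 1 µM Z-Phe-Ala-diazomethylketone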
PP5 inh – blocks human protein phosphatase 5 activity | P53041 | purified PP5c, OMFP substrate fluorescence | inhibition, % at 6.7 µM | hit rate 0.18% among 320,000 | AID 1987;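 active means inhibition above the campaign's mean inhibition across all tested compounds plus 3 SD, cut at about 9.5% in these data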;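 further: 0% = DMSO only and 100% = 100 µM cantharidin control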
VLA-4 inh – inhibition in a human VLA-4 binding assay; inhibition, % (about 7 µM as worked out from the volumes in the protocol); VLA-4 expressing cells, ligand binding flow cytometry; hit rate 0.2% among 330,000; in the data active means inhibition above about 50%
PP1 inh – counter-screen for PP5 inhibitors: inhibitors of human PP1-alpha. inhibition, % at 6.7 µM. hit rate 0.9% among 320,000. P62136. AID 2235. purified PP1alpha, OMFP fluorescence;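 active means inhibition above the mean inhibition of all tested compounds plus 3 SD, computed separately for each screening campaign, cut at about 15% in these data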
Target sequence (P62136 whole entry, looked up): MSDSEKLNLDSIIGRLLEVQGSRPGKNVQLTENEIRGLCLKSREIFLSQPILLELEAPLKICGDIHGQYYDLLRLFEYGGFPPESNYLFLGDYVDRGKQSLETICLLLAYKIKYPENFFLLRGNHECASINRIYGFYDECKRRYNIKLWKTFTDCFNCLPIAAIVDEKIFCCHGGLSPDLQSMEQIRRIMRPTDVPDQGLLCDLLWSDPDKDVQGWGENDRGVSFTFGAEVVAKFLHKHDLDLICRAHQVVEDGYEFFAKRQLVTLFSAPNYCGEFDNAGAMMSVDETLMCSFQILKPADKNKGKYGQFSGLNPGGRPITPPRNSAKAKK
JMJD2C inh – inhibitors of human GASC-1 (JMJD2C) demethylase; GST-JMJD2C(1-420) H3K9me3 demethylation, DELFIA europium; Q9H3R0; inhibition, % at 2.35 µM; AID 2099; hit rate 0.069% among 330,000;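 active means more than half of a compound's replicate wells show inhibition beyond 50%, single wells judged on their own value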;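 further: signal counts dimethyl H3K9 product captured on neutravidin plate; 0% = median of DMSO wells and 100% = 0.3 times that DMSO median; strong numbers were not always called active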
GRK2 aptamer HTS – inhibitors of human GRK2 displacing RNA aptamer; bead flow cytometry, FAM-aptamer displacement from GRK2; inhibition of aptamer binding, % at 10 µM; hit rate 0.59% among 330,000; P25098; AID 488847;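 active means inhibition of aptamer binding above 40%, roughly 3 SD of noise, on plates passing a quality check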;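 further: median bead fluorescence of bound FAM aptamer so fluorescent compounds give negative values; no value below 0 was filed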
core dimer inh – HCV core protein dimerization inhibition | TR-FRET GST/Flag-core106 dimerization, 1536-well | hit rate 0.33% among 300,000 | inhibition, % at 5 µM;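 active means inhibition above the mean of all tested compounds plus 3 SD, set per screening campaign, cut at about 45% in these data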
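System: GST-tagged and Flag-tagged HCV core protein residues 1-106 / Input: core106 proteins, GST 13.5 nM and Flag 17 nM / Buffer or medium: KF-containing HEPES buffer, pH 7.45, DTT, CHAPS, BSA / Probe or stimulus: Eu-anti-GST and XL665-anti-Flag labelled anti-tag antibodies / Schedule: 4 h, 22.5 °C incubation / Technique: TR-FRET 671 and 617 nm emission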
procasp3 activ – procaspase-3 (human) activation | P42574 | recombinant procaspase-3 D3A, Ac-DEVD-pNA absorbance 405 nm | activation, % at 8.5 µM | hit rate 0.11% among 330,000;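 active means activation above the mean of all tested compounds plus 3 SD, cut at about 21% in these data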;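 further: 0% = DMSO alone and 100% = DMSO wells spiked with extra 5 µM PC-3 D3A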
Target sequence (P42574 whole entry D9A/D28A/D175A): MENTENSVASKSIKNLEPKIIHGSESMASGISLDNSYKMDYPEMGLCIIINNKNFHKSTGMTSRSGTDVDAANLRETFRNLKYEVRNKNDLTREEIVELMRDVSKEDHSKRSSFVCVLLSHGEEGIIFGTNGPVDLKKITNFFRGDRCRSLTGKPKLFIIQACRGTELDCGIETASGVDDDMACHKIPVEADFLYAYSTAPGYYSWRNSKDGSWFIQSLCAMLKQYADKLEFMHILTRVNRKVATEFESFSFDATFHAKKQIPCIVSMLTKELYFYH
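Technique: 405 nm absorbance of p-nitroaniline, reads at 0 and 120 min; Test system: Procaspase-3 D3A mutant; Incubation: 1 h enzyme-compound preincubation, then 2 h substrate reaction, 25 °C; Repeats: singlicate, each compound tested once; Benchmarks: low control DMSO wells, high control DMSO plus 5 µM PC-3 D3A.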
proCasp7 act – activates human procaspase-7, counter-screen for procaspase-3 activators. P55210. recombinant procaspase-7, Ac-DEVD-pNA absorbance 405 nm; D23A/D198A/D206A triple mutant, cannot self-cleave; scale: DMSO 0, 5 µM enzyme 100. activation, % at 8.5 µM. hit rate 0.093% among 330,000. AID 463210;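 active means percent activation above the screen-wide mean plus 3 SD, cut at about 25% in these data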
Target sequence (P55210 whole entry D23A/D198A/D206A): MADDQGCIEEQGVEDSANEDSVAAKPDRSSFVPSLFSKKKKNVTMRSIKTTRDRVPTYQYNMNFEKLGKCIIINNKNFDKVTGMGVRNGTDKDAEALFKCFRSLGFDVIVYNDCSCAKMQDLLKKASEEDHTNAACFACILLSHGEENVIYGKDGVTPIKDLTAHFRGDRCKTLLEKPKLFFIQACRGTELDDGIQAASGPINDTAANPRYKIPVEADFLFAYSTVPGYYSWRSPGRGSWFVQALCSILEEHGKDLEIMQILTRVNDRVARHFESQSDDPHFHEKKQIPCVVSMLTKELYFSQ
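signal = Epi-absorbance of released pNA at 405 nm, two timepoints | assay system = Uncleavable procaspase-7 mutant enzyme | reagent = Ac-DEVD-pNA substrate, 400 µM as added | times = 1 h enzyme–compound preincubation and 2 h substrate reaction, both 25 °C | benchmarks = low DMSO alone, high DMSO plus 5 µM PC-7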
An asterisk follows results filed as active; · = not tested or not shown.

compound | Fh CTSL1 inh | PP5 inh | VLA-4 inh | PP1 inh | JMJD2C inh | GRK2 aptamer HTS | core dimer inh | procasp3 activ | proCasp7 act
COc1ccc(CNC(=O)CCCN2C(=O)NC3(CCCC3)C2=O)cc1 | · | -0.1 | -2 | -2 | -3 | 1 | · | 11 | 19
Cc1coc2c(C)c3oc(=O)c(CCC(=O)N(C)CC(=O)O)c(C)c3cc12 | -5 | -0.3 | 6 | -2 | -2 | 1 | -2 | 4 | 1
CCN1C(=O)c2ccccc2S(=O)(=O)c2ccc(C(=O)N3CCOCC3)cc21 | 3 | -2.5 | 1 | -2 | -1 | 0 | 5 | 4 | 5
O=C(CCNC(=O)c1ccccc1Cl)NCC1CCCO1 (configuration not stated) | -5 | 0.2 | 5 | -1 | -2 | 1 | -5 | 5 | 4
Cc1ccsc1/C=C1/SC(=O)N(CC(=O)N2CCOCC2)C1=O | 0 | 2.6 | 16 | -1 | 1 | 1 | -10 | -6 | -1
O=C(CN(Cc1ccco1)C(=O)c1ccc(F)cc1F)Nc1ccccc1C(F)(F)F | · | -1.3 | 1 | 0 | 7 | 0 | · | -7 | -2
C/C(=N\Nc1ccccc1Cl)c1ccc(-n2ccnc2)cc1 | 2 | 0.6 | 11 | 9 | -31 | 0 | 0 | 0 | 3
O=C(c1cc2nc(-c3cccs3)cc(C(F)(F)F)n2n1)N1CCCc2ccccc21 | 0 | 3.9 | 17 | 2 | 18 | 7 | 29 | -1 | 6
COC(=O)C1=C(C)N(CCCC(=O)O)C(=O)NC1c1cccc(Cl)c1Cl (configuration not stated) | -3 | 2.5 | 2 | -5 | -2 | 1 | -1 | 1 | -3
C=CCNC(=O)CSc1n[nH]c(-c2cc(Cl)ccc2OC)n1 | -1 | 1.8 | -4 | -3 | 12 | 0 | -5 | 2 | -5
COc1ccc(N=Nc2c(C)[nH][nH]c2=O)cc1 | 3 | -0.8 | 3 | -5 | -5 | 1 | -22 | -5 | -22
Cc1cc(C(=O)NN=C2CCCCC2)c2ccccc2n1 | 6 | 0.8 | 16 | 1 | -11 | 0 | -4 | -6 | 11
O=C1NC(c2ccncc2)Nc2ccccc21 (configuration not stated) | -1 | 2.7 | -6 | 0 | 7 | 0 | -10 | 5 | -3
C=CCn1c(SC2CCOC2=O)nc2sc(C)c(C)c2c1=O (configuration not stated) | -1 | 3.6 | 17 | -3 | · | 0 | 3 | -3 | -1
CSc1nsc(SCC(=O)Nc2ccc(C(C)=O)cc2)n1 | 0 | 4.6 | 7 | -1 | 6 | 0 | 3 | -2 | 1
O=C(O)C1C2CCC(O2)C1C(=O)Nc1ccc(O)cc1 (configuration not stated) | 4 | 43* | -12 | 27* | 10 | 0 | -13 | 2 | 1
Cc1cc(C)n(-c2nnc(C)n2NS(=O)(=O)c2ccc(F)cc2)n1 | 2 | 0.3 | 6 | 0 | -1 | 2 | 1 | -12 | -2
COc1ccc(C2=NCCn3nc4cc(C(F)(F)F)ccc4c32)cc1 | 7 | 0.1 | 0 | 1 | 7 | 2 | -8 | 2 | -8
Cc1ccc(Cn2c(C(C)Nc3nc(C)cs3)nc3cc(Cl)c(Cl)cc32)cc1 (configuration not stated) | -1 | 5.7 | -20 | 1 | 5 | 0 | -2 | 2 | -17
Cc1ccc(NC(=S)NC2CCN(Cc3ccccc3)CC2)cc1 | 1 | -0.5 | 5 | -2 | 1 | 1 | -1 | 4 | -13
COC(=O)C(CC(=O)c1cccc(OC)c1)c1ccc(F)cc1 (configuration not stated) | 0 | 2.5 | 5 | -2 | -5 | 0 | 1 | 4 | 0
Cc1ccccc1N(C(=O)c1snc(C(N)=O)c1N)C(C(=O)NC1CCCCC1)c1ccc(O)cc1 (configuration not stated) | -1 | 5.5 | 0 | 2 | 26 | 19 | -5 | 13 | 22
COc1cccc(CN(C)C(=O)c2cccnc2SC)c1OC | 6 | -2.1 | -8 | -6 | 1 | 0 | 2 | 6 | 13
CCOc1ccc(/C=N/Nc2nncc(-c3ccccc3)n2)cc1OC | 2 | -1.6 | 43 | -2 | 11 | 2 | 5 | 9 | 0
O=C(Cn1nnc2ccccc2c1=O)NC1CCCc2ccccc21 (configuration not stated) | -2 | 2.2 | 0 | 0 | -4 | 2 | -1 | 2 | 0
Nc1nonc1C(=O)NCCNC(=O)c1ccc(Cl)c(Cl)c1 | -2 | 0.1 | 6 | 1 | -3 | 1 | 9 | -7 | 7
COc1ccccc1-c1nn2c(C(F)(F)F)nnc2s1 | 7 | 3.1 | 12 | -5 | 7 | 1 | 4 | -2 | 10
CCOc1ccc(NC(=S)N(Cc2ccc(N(C)C)cc2)Cc2ccco2)cc1 | -2 | 4.2 | -233 | 0 | 0 | 0 | 4 | -3 | -13
O=C(OCc1nnc(-c2ccccc2)o1)C1CC(=O)N(CCc2ccccc2)C1 (configuration not stated) | · | 3.6 | 11 | -1 | 0 | 3 | · | 5 | 0
CC(C)c1ccc(NC(=O)CCS(=O)(=O)c2cccc3nonc23)cc1 | 5 | -0.1 | 0 | -2 | -5 | 0 | -2 | 6 | -6

Complete entries, looked up by structure.
`O=C(CCNC(=O)c1ccccc1Cl)NCC1CCCO1` (configuration not stated) in the list: Fh CTSL1 inh = -5; PP5 inh = 0.2; VLA-4 inh = 5; PP1 inh = -1; JMJD2C inh = -2; GRK2 aptamer HTS = 1; core dimer inh = -5; procasp3 activ = 5; proCasp7 act = 4
`COC(=O)C1=C(C)N(CCCC(=O)O)C(=O)NC1c1cccc(Cl)c1Cl` (configuration not stated) in the list: Fh CTSL1 inh = -3; PP5 inh = 2.5; VLA-4 inh = 2; PP1 inh = -5; JMJD2C inh = -2; GRK2 aptamer HTS = 1; core dimer inh = -1; procasp3 activ = 1; proCasp7 act = -3
`CCOc1ccc(/C=N/Nc2nncc(-c3ccccc3)n2)cc1OC` in the list: Fh CTSL1 inh = 2; PP5 inh = -1.6; VLA-4 inh = 43; PP1 inh = -2; JMJD2C inh = 11; GRK2 aptamer HTS = 2; core dimer inh = 5; procasp3 activ = 9; proCasp7 act = 0

More entries follow.
Values run as follows: Fh CTSL1 inh | PP5 inh | VLA-4 inh | PP1 inh | JMJD2C inh | GRK2 aptamer HTS | core dimer inh | procasp3 activ | proCasp7 act
> CCN(CC)c1nc(N2CCN(CCO)CC2)nc2ccccc12
 : 0 | 3.2 | 4 | 0 | 0 | 36 | -4 | -8 | -1
> Cc1ccc(C(=O)NCCc2nnc3ccc(SCC(=O)Nc4ccccc4F)nn23)cc1
 : 0 | -2.8 | 28 | -3 | 2 | 0 | 1 | 2 | 0
> CCOC(=O)c1[nH]c(C)c(C(=O)N(CC)CC)c1C
 : 3 | -2.8 | -14 | 1 | -5 | 2 | 5 | -1 | 1
> CCCCCCCCCCn1c2c(c(=N)c3c1CCC3)CCC2
 : -1 | 3.7 | 30 | 21* | -1 | 0 | 12 | -2 | 12
> O=C(O)c1ccc2cc[nH]c2c1
 : -1 | 1.1 | -8 | -2 | 3 | 3 | -1 | 0 | 4
> COCc1c(C(=O)OC)nnn1-c1ccc(C(F)(F)F)cc1[N+](=O)[O-]
 : -3 | 0.0 | 10 | -6 | -13 | 0 | 3 | 0 | 6
> COc1ccc(CCNC(=O)COC(=O)C2CC2)cc1OC
 : · | · | -8 | · | -11 | 0 | · | -12 | 2
> S=C1NCN(Cc2ccco2)CN1CCc1ccccc1
 : -2 | 2.4 | 1 | -3 | · | 1 | 0 | -8 | -1
> Cc1ccc(N(Cc2ccco2)C(=O)c2cccc(S(=O)(=O)N(C)C)c2)cc1
 : -1 | 2.2 | -15 | 0 | 8 | 1 | 1 | 2 | 2
> Cc1cc(C)c(NC(=O)NC2CCCCC2)c(C)c1
 : 0 | 0.0 | 1 | 0 | -1 | 0 | -1 | -9 | -2
> NC(=O)c1ccccc1N1CCCCC1
 : -3 | 1.4 | 7 | 0 | 13 | 3 | -5 | 13 | 3
> COC(=O)c1ccc(CN(c2ccc(OC)cc2)S(=O)(=O)c2ccccc2)cc1
 : -1 | 2.7 | 8 | 5 | -1 | 2 | 1 | 1 | 0
> FC(F)(F)c1nc2ccccc2n1CCNc1nc(CN2CCCCC2)cs1
 : 4 | 0.2 | 3 | -1 | 9 | 1 | 5 | 0 | 5
> Cc1nn2c(=O)cc(CSCC(=O)Nc3ccccc3F)nc2s1
 : -1 | 1.8 | 2 | 1 | -19 | 5 | -12 | 0 | -3
> COC(=O)c1cc2c(ccn2-c2ccc(F)cc2)n1Cc1cccc(OC)c1
 : 6 | -4.7 | 0 | 1 | 21 | 0 | -9 | 3 | 1
> c1ccc2c3c(cc(N4CCOCC4)c2c1)OC1(N2CCOCC2)CCCCC1O3 (configuration not stated)
 : 0 | 3.0 | 5 | 0 | 2 | 0 | -3 | -5 | 1
> Cc1ccccc1Cn1nc(C)c(NC(=O)c2cc(CC(C)C)on2)c1C
 : 1 | 2.1 | 1 | -3 | 4 | 1 | 2 | 8 | 1
> CCNS(=O)(=O)c1ccc(CCC(=O)Nc2cc(Cl)ccc2Oc2ccccc2)cc1
 : 1 | 4.0 | 12 | 1 | 3 | 0 | 8 | 8 | -2
> COc1ccc(CC2C(=O)OC(C)(C)OC2=O)c(Cl)c1OC
 : -2 | 0.8 | 3 | -2 | -10 | 1 | -2 | 2 | -4
> COc1ccc(NS(=O)(=O)CC23CCC(CC2=O)C3(C)C)cc1 (configuration not stated)
 : 0 | 1.0 | -1 | -3 | -2 | 0 | -1 | 1 | 0
> COc1ccc(CNS(=O)(=O)c2ccc(-c3cc(C)no3)cc2)cc1
 : 1 | 2.2 | 20 | 2 | 3 | 1 | 3 | 3 | 3
> O=C(/C=C/c1ccco1)NCC1(c2ccccc2)CCCC1
 : -1 | 1.3 | -2 | 6 | 8 | 3 | -1 | 5 | 4
